Bioassay records: PubChem BioAssay, National Center for Advancing Translational Sciences (NCATS)
Pol kappa inh: qHTS for Inhibitors of Polymerase Kappa; DNA polymerase kappa (Homo sapiens), Q9UBT6; purified Pol kappa, fluorescent DNA synthesis assay, 10 min; Potency, µM (highest dose often 107 µM), without a hit: at the top dose activity, negative = inhibition, hits mostly inhibitors; 0.53% of 400,000 active; also: potency is read from the fitted curve at half-maximal effect; % is scaled to controls: 0 for no effect and ±100 for the full control effect
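Inhibition of 10 nM Pol kappa is measured by a fluorescent read-out at 0 and 10 min following addition of 50 nM substrate (final), with a 15-min room-temperature compound preincubation.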
POLH inh: qHTS for Inhibitors of Polymerase Eta; AID 588591, 2011; Potency, µM (top dose mostly 114 µM), without a hit: at the top dose activity change, negative = inhibition, most hits filed as inhibitors; recombinant Pol eta, fluorescent DNA replication assay; DNA polymerase eta (Homo sapiens), Q9Y253; 1.2% of 390,000 active; also: potency is read from the fitted curve at half-maximal effect; % is scaled to controls: 0 for no effect and ±100 for the full control effect
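Fluorescent replication assay: 50 nM final substrate added after a 15 min room-temperature compound preincubation with 10 nM enzyme. Signal taken at 0 min and again at 10 min.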
POLB inh: qHTS Assay for Inhibitors of DNA Polymerase Beta; Pol beta primer extension/strand displacement, fluorescence kinetic; Potency, µM (highest dose often 114 µM), inactives show at the top dose activity change, negative = inhibition, most hits filed as inhibitors; 1.3% of 340,000 active; AID 485314, 2010; also: potency is read from the fitted curve at half-maximal effect; % is scaled to controls: 0 for no effect and ±100 for the full control effect
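Pol beta (10 nM) and compounds were preincubated 15 min at room temperature, then 50 nM substrate (final) started primer extension/strand displacement. Reads were taken at 0 and 10 min; concentration-response data were fitted to a four-parameter Hill equation.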
Apoferritin bind: qHTS Assay for Identification of Novel General Anesthetics; Ferritin light chain (Equus caballus), P02791; apoferritin/1-aminoanthracene competitive binding, fluorescence; Potency, µM (top dose mostly 77.5 µM), inactives show at the top dose activity change, negative = displacement, hits mostly inhibitors; 0.074% of 350,000 active; AID 485281, 2010; also: potency is read from the fitted curve at half-maximal effect; % is scaled to controls: 0 for no effect and ±100 for the full control effect; nearly all actives have a fitted effect of over 20% in size
Target sequence (P02791 2-175 limits assumed): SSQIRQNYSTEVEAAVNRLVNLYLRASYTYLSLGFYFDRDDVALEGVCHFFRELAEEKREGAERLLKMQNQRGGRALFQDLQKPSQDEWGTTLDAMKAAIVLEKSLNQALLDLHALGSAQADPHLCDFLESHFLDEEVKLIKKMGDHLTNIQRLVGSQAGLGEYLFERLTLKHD
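Read-out: endpoint 1-AMA fluorescence, excitation 380 nm and emission 535 nm, after compounds sit 10 min at room temperature with 10 uM horse-spleen apoferritin in 50% saturated 1-AMA/PBS. Values come from four-parameter Hill fits.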
POLI inh: qHTS for Inhibitors of Polymerase Iota | AID 588590, 2011 | 1% of 390,000 active | Pol iota fluorescent replication assay, 10 min | Potency, µM (top dose mostly 115 µM), without a hit: at the highest dose activity, negative = inhibition, actives largely listed as inhibitors; also: potency is read from the fitted curve at half-maximal effect
Target sequence (Q9UNA4 whole entry, looked up): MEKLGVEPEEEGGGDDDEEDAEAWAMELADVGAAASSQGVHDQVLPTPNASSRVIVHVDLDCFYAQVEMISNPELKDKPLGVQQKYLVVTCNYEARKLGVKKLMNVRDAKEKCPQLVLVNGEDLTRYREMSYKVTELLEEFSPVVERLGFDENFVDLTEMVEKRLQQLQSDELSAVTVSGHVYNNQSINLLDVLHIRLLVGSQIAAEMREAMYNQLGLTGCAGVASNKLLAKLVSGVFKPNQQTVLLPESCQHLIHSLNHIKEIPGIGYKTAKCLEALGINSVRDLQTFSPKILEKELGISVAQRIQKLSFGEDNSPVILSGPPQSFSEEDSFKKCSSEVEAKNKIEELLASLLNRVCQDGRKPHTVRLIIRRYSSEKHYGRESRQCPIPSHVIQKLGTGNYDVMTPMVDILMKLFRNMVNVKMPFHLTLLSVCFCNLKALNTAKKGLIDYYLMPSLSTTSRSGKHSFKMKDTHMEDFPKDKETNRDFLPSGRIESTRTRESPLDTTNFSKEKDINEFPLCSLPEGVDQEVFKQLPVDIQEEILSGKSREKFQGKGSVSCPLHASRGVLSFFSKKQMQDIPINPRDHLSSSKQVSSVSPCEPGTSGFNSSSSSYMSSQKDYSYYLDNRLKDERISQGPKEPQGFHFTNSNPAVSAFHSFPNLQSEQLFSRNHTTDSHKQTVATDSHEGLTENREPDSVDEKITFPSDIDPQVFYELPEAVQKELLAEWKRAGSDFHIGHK
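Fluorescent replication assay read twice, at 0 min and 10 min after adding 50 nM (final) substrate. Enzyme (10 nM) and compounds were first incubated 15 min at room temperature; enzyme-free buffer wells were negative controls.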
BLM inh: qHTS Assay for Inhibitors of Bloom's syndrome helicase (BLM). recombinant BLM DNA unwinding, fluorescence dequenching. RecQ-like DNA helicase BLM (Homo sapiens), P54132. Potency, µM (series often up to 56.1 µM), without a hit: at the highest dose activity change, negative = inhibition, usual class: inhibitors. 0.2% of 350,000 active. AID 2528, 2010;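 also: potency is read from the fitted curve at half-maximal effect; plate controls were vehicle for no effect and no enzyme for full effect; nearly all actives have a fitted effect of over 35% in size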
Glioma ERSR ind: qHTS for Inducers of the Endoplasmic Reticulum Stress Response (ERSR) in Human Glioma: qHTS; Potency, µM, for inactives: at the top dose activation, most hits filed as activators; U87-MG GRP78 promoter luciferase reporter, 16 h; 0.02% of 420,000 active; also: potency is read from the fitted curve at half-maximal effect; series mostly up to about 76 µM; % of control where 0% means no effect; nearly all actives have a fitted effect of over 35% in size
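ERSR induction read as luciferase luminescence (Bright-Glo, 10 min at room temperature) in stably transfected human U87-MG glioma cells exposed to compounds for 16 h, using GRP78 as sensor.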
APEX1 inh: qHTS Assay for Inhibitors of the Human Apurinic/apyrimidinic Endonuclease 1 (APE1). DNA repair nuclease/redox regulator APEX1 (Homo sapiens), P27695. recombinant APE1, TAMRA/BHQ-2 abasic DNA cleavage fluorescence. Potency, µM (titrated, usually from 65.8 µM), inactives show top-dose activity change, negative = inhibition, hits mostly inhibitors. 0.35% of 350,000 active. AID 2517, 2012;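 also: potency is read from the fitted curve at half-maximal effect; plate controls were vehicle for no effect and reference inhibitor for full effect; nearly all actives have a fitted effect of over 55% in size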
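Enzyme (0.75 nM final) and test compound are incubated 15 min at room temperature before adding 50 nM quenched THF abasic-site duplex. Cleavage dequenches TAMRA, followed at 525/598 nm over three reads one minute apart.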
LDHA block: qHTS assay for inhibitors of human lactate dehydrogenase; activity change, % (values are at about 110 or 230 µM); 0.15% of 480,000 active; AID 1347041, 2019; purified LDHA, NADH/diaphorase-resazurin fluorescence; hits give low values; in the data active = activity change below about -30%; inconclusive = mostly about -25% to -30%;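 also: plate controls were DMSO wells for no effect and wells without enzyme for full effect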
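Enzyme activity of human lactate dehydrogenase 5 (2 nM; 0.06 mM NADH, 0.2 mM pyruvate, 5 min, RT) is measured via a resazurin/diaphorase fluorescence readout of residual NADH.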
An asterisk follows results filed as active; ? = inconclusive; . = not tested or not shown; & = joins results of further samples; [ ] = another dose, or the depositor's remark. Unless noted, calls follow the shape of the dose curve; as a rule, active = well fitted curve in the direction sought with a large enough effect; inconclusive = small, poorly fitted or top-dose-only effect, or another doubt; inactive = no such curve, though single readings can be large; an effect the other way counts as inactive or inconclusive. Only part of the results is shown, so the mix of outcomes need not match the whole.

SMILES	Pol kappa inh	POLH inh	POLB inh	Apoferritin bind	POLI inh	BLM inh	Glioma ERSR ind	APEX1 inh	LDHA block
COc1cc(OC)c(C2CC(=O)N3CN(c4ccccc4C)CSC3=C2C#N)cc1OC (configuration not stated)	.	.	-4%	7%	.	-8%	.	-7%	.
COc1cc(C)cc2oc(=O)c(CC(=O)NCCc3ccc(Cl)cc3)c(C)c12	13%	-17%	2%	?	15%	-4%	-1%	.	0
Cc1ccccc1-c1nc(S(=O)(=O)c2ccc(Cl)cc2)c(NCCN2CCOCC2)o1	1%	-17%	-17%	9%	35%[activator]	-11%	-1%	-1%	0
CCCCN1C(=O)c2ccc(C(=O)Nc3ccc(S(=O)(=O)N(C)C)cc3)cc2C1=O	-9%	?	4%	-3%	-8%	-8%	-6%	14%	0
COCCNc1ncnc2c1c(-c1ccccc1)cn2-c1ccc(C)c(Cl)c1	-6%[60.1 µM]	-3%	-25%	26%	20%	-5%	-1%	.	-2
CCOc1ccc2nc(Nc3nc4ccc(NC(C)=O)cc4s3)sc2c1	-5%	-17%	4%	142%[activator]	-8%	-9%	3%	-3%	-7
Cc1cc2oc(C(=O)N(Cc3ccccc3)C3CCS(=O)(=O)C3)cc(=O)c2cc1C (configuration not stated)	20%	-5%	27%	?	6%	0%	-3%	.	3&-1
C=CCNc1nc(-c2sc(NC(=O)CC)nc2C)cs1	-7%	2%	-13%	-6%	?	-3%	10%	3%	0
CCOC(=O)C1(CC2CCCCO2)CCN(C(=O)Nc2ccccc2CC)CC1 (configuration not stated)	-10%	-13%	24%	-9%	6%	1%	-5%	13%	-4
CC(=O)Nc1ccc(C(=O)COC(=O)C2CC3CCCC(C2)C3=O)cc1 (configuration not stated)	-2%	-2%	.	.	22%	.	-4%	-8%	-4
Cc1cccc(N=C2N=C(N)c3ccccc32)c1	0%	1%	9%	-18%	15%	-1%	0%	-1%	-5
COc1ccc(CCNC(=O)CC2(CC3=NS(=O)(=O)c4ccccc4N3)CCCC2)cc1OC	-26%	-3%	25%	3%	-5%	1%	0%	48%	-4
Cc1nc(S(=O)(=O)N(C)c2ccccc2)c(C#N)c(C)c1Cl	-5%	2%	20%	?	6%	-5%	-9%	17%	-11
Cc1cc(C)cc(OCC(=O)OCC(=O)Nc2cc(C)nn2-c2ccccc2)c1	-14%	-8%	.	.	8%	.	0%	-5%	-8
CCCCCCOc1ccc(/C(C)=N/NC2=NCCN2)cc1	-9%	?	-12%	?	6%	2%	-9%	5%	3

Quoted at random: three compounds from above.
SMILES	Pol kappa inh	POLH inh	POLB inh	Apoferritin bind	POLI inh	BLM inh	Glioma ERSR ind	APEX1 inh	LDHA block
COCCNc1ncnc2c1c(-c1ccccc1)cn2-c1ccc(C)c(Cl)c1	-6%[60.1 µM]	-3%	-25%	26%	20%	-5%	-1%	.	-2
CCCCN1C(=O)c2ccc(C(=O)Nc3ccc(S(=O)(=O)N(C)C)cc3)cc2C1=O	-9%	?	4%	-3%	-8%	-8%	-6%	14%	0
COc1cc(C)cc2oc(=O)c(CC(=O)NCCc3ccc(Cl)cc3)c(C)c12	13%	-17%	2%	?	15%	-4%	-1%	.	0

As a working copy, some entries already given:
SMILES	Pol kappa inh	POLH inh	POLB inh	Apoferritin bind	POLI inh	BLM inh	Glioma ERSR ind	APEX1 inh	LDHA block
COc1cc(OC)c(C2CC(=O)N3CN(c4ccccc4C)CSC3=C2C#N)cc1OC (configuration not stated)	.	.	-4%	7%	.	-8%	.	-7%	.
COc1cc(C)cc2oc(=O)c(CC(=O)NCCc3ccc(Cl)cc3)c(C)c12	13%	-17%	2%	?	15%	-4%	-1%	.	0

Other entries.
SMILES	Pol kappa inh	POLH inh	POLB inh	Apoferritin bind	POLI inh	BLM inh	Glioma ERSR ind	APEX1 inh	LDHA block
CCOc1ccc(N2C(=O)Nc3ccc(Br)cc3C2(O)C(=O)NCCCN(C)C)cc1 (configuration not stated)	7%	-17%	20%	-3%	34%[activator]	-3%	-2%	20%	-3
CC(C)(C)c1ccc(OCCC(=O)NC2=NCCS2)cc1	-17%	5%	2%	13µM*	2%	-5%	?	-15%	-3
Cc1ccccc1NC(=O)CNc1ccc(Cl)c(C(F)(F)F)c1	-21%	-18%	-18%[57.1 µM]	?	18%	-8%	-5%	-2%	-2
CCC(=O)c1cn(CC(=O)Nc2ccccc2Cl)c2ccccc12	-1%	-16%	?	-5%	8%	1%	-3%	-7%	0
COc1cc2c(cc1OC)C(c1cccnc1)CC(=O)N2 (configuration not stated)	0%	-4%	1%	0%	-10%	-7%	-2%	2%	2
CNS(=O)(=O)c1cccc(C(=O)OCC(=O)Nc2ccc(OC)cc2[N+](=O)[O-])c1	-30%	?	12%	?	-49%	-2%	-4%	-3%	0
C=C(C)Cn1c(N(CCO)Cc2ccccc2)nc2c1c(=O)[nH]c(=O)n2C	-6%	-21%	2%	2%	5%	2%	-1%	-3%	-4
Cc1cc(N2CCCCC2)nc2ccc(NC(=O)c3cccc(Cl)c3)cc12	-4%[60.1 µM]	-15%	-25%	77%[activator]	1%	-5%	-1%	.	3
COc1ccccc1C(=O)NC(CCSC)C(=O)NCCCSc1ccccc1 (configuration not stated)	-7%	-22%	.	.	13%	.	-3%	-2%	-11
CCCCNC(=O)C1CCN(S(=O)(=O)c2ccc3c(ccn3CC)c2)CC1	-4%[60.1 µM]	-21%	5%	-6%	14%	1%	-3%	.	0
C=CCOC(=O)C1=C(C)N=c2s/c(=C3\C(=O)N(CC(=O)O)c4ccccc43)c(=O)n2C1c1ccc(OC)cc1 (configuration not stated)	-15%	?	?	-15%	?	2%	-13%	3%	-4
COc1cc2c(cc1NC(=O)COC(=O)[C@@H](NC(=O)c1ccccc1F)C(C)C)oc1ccccc12	-16%	-26%	14%	3%	8%	-3%	3%	-4%	1
O=C(N1CCOCC1)N1CCc2ccccc21	-1%	-13%	11%	1%	-18%	-4%	-2%	24%	0
COc1cc(/C=N/n2c(C)n[nH]c2=S)ccc1OCc1ccccc1	-1%	-20%	20%	-16%	17%	-6%	6%	1%	-7
COc1ccc(C2CC2/C(C)=N/OC(=O)c2ccc(F)cc2)cc1 (configuration not stated)	4%	-22%	3%	?	0%	-12%	-1%	5%	1

Apoferritin bind: what is marked active above
SMILES	Pol kappa inh	POLH inh	POLB inh	Apoferritin bind	POLI inh	BLM inh	Glioma ERSR ind	APEX1 inh	LDHA block
CC(C)(C)c1ccc(OCCC(=O)NC2=NCCS2)cc1	-17%	5%	2%	13µM*	2%	-5%	?	-15%	-3

(cont.)
SMILES	Pol kappa inh	POLH inh	POLB inh	Apoferritin bind	POLI inh	BLM inh	Glioma ERSR ind	APEX1 inh	LDHA block
CCC(C)OC(=O)c1cc(C)nc2c(Br)cc(Br)cc12 (configuration not stated)	-8%	1%	4%	-5%	24%	-2%	-3%	2%	-11
O=C(OCCN=C1NS(=O)(=O)c2ccccc21)c1ccccc1	-11%	12%	34%	-6%	22%	0%	-7%	0%	-10
CCc1ccccc1Nc1nc2ccccc2c2nncn12	8%	-17%	-14%	?	-11%	-2%	-2%	.	2
CCCNC(=O)C1CCC(Cn2c(=O)c3sccc3n(Cc3ccccc3F)c2=O)CC1 (configuration not stated)	0%	-5%	1%	3%	19%	-1%	-1%	.	-6
O=C(NCCCN1CCN(Cc2ccccc2Cl)CC1)Nc1ccccc1	-2%	-22%	16%	-9%	9%	-6%	-1%	1%	-6
COCCCNC(=S)N1CCN(c2nc(-c3ccccc3)cs2)CC1	-9%	-7%	0%	-6%	73%[activator]	-5%	6%	-8%	-1
O=C(CCc1nc2ccccc2s1)OCC(=O)N1CCN(C(=O)c2ccco2)CC1	-3%	6%	0%	-7%	-3%	-1%	-4%	-6%	0
O=C(Nc1ccc([N+](=O)[O-])cc1)/C(=C/c1cccc([N+](=O)[O-])c1)NC(=O)C1CCCCC1	-7%[60.1 µM]	2%	4%	-20%	42%[activator]	-1%	-5%	1%	-12
Cc1ccccc1CNC(=O)C(C)N(c1ccccc1)S(C)(=O)=O (configuration not stated)	12%	-14%	-2%	-2%	30%	-2%	10%	.	-6
Cc1cccc2cc(CN(CCN(C)C)C(=S)NCc3ccco3)c(=O)[nH]c12	-9%	-18%	3%	-3%	-4%	1%	-3%	1%	-4
Cc1cccc(-n2c(=S)[nH]c3nc4c(cc3c2=O)COC(C)(C)C4)c1	-14%	-3%	12%	37%	14%	1%	-1%	2%	-6
